Bioassay records (PubChem BioAssay)
LMPTP inh: blocks human LMPTP phosphatase | recombinant LMPTP-A, OMFP fluorogenic substrate, fluorescence intensity | inhibition, % at 20 µM | AID 651560 | 0.22% of 360,000 active;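 active = compounds that cut the enzyme signal by at least half of the control window in the single-dose screen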;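 also: plate controls were DMSO wells with enzyme plus substrate for no effect and substrate without enzyme for full effect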
Target sequence (P24666 whole entry, looked up): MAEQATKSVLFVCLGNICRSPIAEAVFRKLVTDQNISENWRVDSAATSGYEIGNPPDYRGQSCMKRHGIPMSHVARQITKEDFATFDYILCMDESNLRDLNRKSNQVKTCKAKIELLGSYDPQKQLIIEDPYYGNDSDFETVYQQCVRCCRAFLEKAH
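Test system: LMPTP-A, protein tyrosine phosphatase of low molecular weight; Input: 0.625 nM enzyme; Incubation: 50 min dark incubation at room temperature; Signal: endpoint fluorescence intensity from OMFP dephosphorylation; Read-out basis: % inhibition versus control wells.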
Rpn11 block: Rpn11 (human) deubiquitinase inhibition; O00487; human 26S proteasome, Ub4-pepOG fluorescence polarization; 20S core pre-blocked with epoxomicin; calls only at 20 µM; 0.59% of 360,000 active; AID 588493;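 active = inhibition at 20 µM, scaled to each plate's controls, above about 33%, limit read from the data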
CSN inh: CSN deneddylation inhibition; 0.38% of 360,000 active; Purified CSN, SCF-Nedd8-OG deneddylation, fluorescence polarization; inhibition, % at 12.5 µM; Q92905;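 active = pattern-corrected inhibition above about 35%, with an unprinted fluorescence ratio check between 0.5 and 1.5, limit read from the data, passing the limit was not always enough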;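 also: 0% = enzyme with substrate and 100% = substrate without enzyme; some results filed as inactive read as strong as hits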
Target sequence (Q92905 whole entry, looked up, one chain of several): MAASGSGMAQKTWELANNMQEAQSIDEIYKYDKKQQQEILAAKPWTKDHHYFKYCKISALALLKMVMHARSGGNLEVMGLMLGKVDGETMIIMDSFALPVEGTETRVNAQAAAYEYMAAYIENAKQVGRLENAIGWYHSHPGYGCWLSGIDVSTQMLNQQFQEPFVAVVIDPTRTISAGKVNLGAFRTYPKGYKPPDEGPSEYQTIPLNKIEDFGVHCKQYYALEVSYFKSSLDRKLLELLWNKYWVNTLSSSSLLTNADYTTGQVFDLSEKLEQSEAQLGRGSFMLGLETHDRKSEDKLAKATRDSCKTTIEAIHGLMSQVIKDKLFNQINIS
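Test system: Human Csn5 produced in HEK293T cells | Compound: 12.5 µM single point | Times: 90 min, room temperature | Signal: Fluorescence polarization readout | Read-out basis: % inhibition of substrate cleavage by Csn5 | Controls: no-enzyme wells high, enzyme-with-substrate wells low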
Scp-1 inhibitor: blocks human Scp-1 phosphatase activity | 0.88% of 340,000 active | AID 493091 | Q9GZU7 | inhibition, % at 20 µM | Recombinant Scp1, phosphopeptide, malachite green phosphate absorbance;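 active = inhibition above about 50% at 20 µM, limit read from the data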;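 also: plate controls were DMSO wells with enzyme for no effect and wells lacking enzyme for full effect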
Target sequence (Q9GZU7 76-261 limits assumed): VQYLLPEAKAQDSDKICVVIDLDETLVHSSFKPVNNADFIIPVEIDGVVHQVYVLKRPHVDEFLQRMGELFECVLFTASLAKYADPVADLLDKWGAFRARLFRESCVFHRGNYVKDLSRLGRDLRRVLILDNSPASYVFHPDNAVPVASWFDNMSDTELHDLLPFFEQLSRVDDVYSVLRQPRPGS
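Test system: SCP-1 catalytic domain; Buffer or medium: Acidic Tris acetate buffer with magnesium and detergent; Also added: Phosphorylated 17-residue peptide substrate; Compound: single 20 µM dose, 1% DMSO; Schedule: enzyme reaction 45 min at room temperature, colour 5 min, stabilisation 30 min; Signal: Phosphate-binding colour reagent, absorbance read at 630 nm.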
MLLE-PAM2 inh: inhibitors of microRNA-mediated deadenylation, human PABP1 MLLE binding; P11940; GST-MLLE / FITC-PAM2 fluorescence polarization; inhibition, % at 20 µM; 0.36% of 360,000 active; AID 588489; in the data active = inhibition above about 35%, passing the limit was not always enough;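 also: plate controls were DMSO wells with GST-MLLE for no effect and wells lacking GST-MLLE protein for full effect; some results filed as inactive read as strong as hits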
NadD inh: blocks S. aureus nicotinate mononucleotide adenylyltransferase; purified NadD enzyme, colorimetric absorbance read-out; inhibition, % at 20 µM; 0.78% of 360,000 active; AID 602399; in the data active = inhibition above about 26%; also: some compounds past the cut are filed as inactive
TbMetRS inhib: Trypanosoma brucei MetRS inhibition. purified T. brucei MetRS, ATP depletion, Kinase-Glo luminescence. inhibition, % at 11.9 µM. 0.4% of 360,000 active;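 active = inhibition above a per-plate cutoff of the control wells' mean inhibition plus 3 SD, cut at about 5.5% in these data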;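 also: 0% = DMSO wells median and 100% = median of wells with control inhibitor compound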
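System: purified T. brucei MetRS enzyme / Detection: Kinase-Glo luciferase luminescence reporting remaining unconsumed ATP / Medium: HEPES buffer with MgCl2, KCl, DTT, spermine, BSA, pyrophosphatase / Replication: singlicate, one well per compound / Evaluation: percent inhibition relative to median high and low control wells / Schedule: 2 h aminoacylation at 25 °C after 15 min preincubation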
STEP block: blocks human striatal-enriched tyrosine phosphatase | P54829 | recombinant STEP, OMFP fluorogenic substrate, fluorescence | inhibition, % at 20 µM | 0.25% of 360,000 active;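 active = inhibition at 20 µM, scaled per plate between control wells, above about 37%, limit read from the data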;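 also: 0% = DMSO with enzyme and substrate and 100% = substrate only without enzyme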
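Material: STEP (striatal-enriched tyrosine phosphatase) enzyme, cell-free | Medium: 50 mM Bis-Tris pH 6.0 with 2.5 mM DTT and 0.005% Tween 20 | Read-out: Percent inhibition scaled to no-enzyme and uninhibited-enzyme controls, plate-pattern corrected | Signal: Fluorescence read at 480 nm ex / 540 nm em | Times: 20 min reaction, room temperature, in the dark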
DNMT1 inh: blocks human DNA methyltransferase DNMT1 | inhibition (reported as % activation of signal), % at 10 µM | 0.83% of 360,000 active | DNMT1 molecular beacon, Hinp1I cleavage, fluorescence | AID 588458 | P26358; in the data active = inhibition above about 50%
SUMO1 PPI mod: alters human SUMO1 binding to SIM partners; SUMO1 binding to a labelled peptide, TR-FRET, 1 h; AID 602429; 0.33% of 360,000 active; inhibition, % at 20 µM; P63165; in the data active = inhibition above about 37%
Target sequence (P63165 whole entry, looked up): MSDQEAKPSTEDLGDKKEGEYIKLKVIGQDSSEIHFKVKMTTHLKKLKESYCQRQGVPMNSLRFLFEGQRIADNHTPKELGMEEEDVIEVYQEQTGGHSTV
* = called active by the depositor; i = inactive; · = no result given.

The opening three records as a preview:
1) CCCN(S(=O)(=O)c1ccccc1F)S(=O)(=O)c1ccccc1Br
2) COc1ccc(SCC(O)Cn2c3ccccc3c3ccccc32)c(OC)c1 (stereo not drawn)
3) CC1(C(=O)N2CCN(C(=O)c3ccco3)CC2)CCN1Cc1ccccc1OC(F)F (stereo not drawn)

compound no.,1,2,3
LMPTP inh,2.4,3.2,-2.9
Rpn11 block,i,·,i
CSN inh,1.0,-0.2,0.0
Scp-1 inhibitor,-5.8,·,·
MLLE-PAM2 inh,-6.9,·,7.9
NadD inh,-6.7,-3.1,-5.7
TbMetRS inhib,-1.7,-0.7,-0.3
STEP block,-2.0,·,-0.6
DNMT1 inh,1.6,·,1.3
SUMO1 PPI mod,3.1,2.4,3.4

Results, repeating the preview:
1) CCCN(S(=O)(=O)c1ccccc1F)S(=O)(=O)c1ccccc1Br
2) COc1ccc(SCC(O)Cn2c3ccccc3c3ccccc32)c(OC)c1 (stereo not drawn)
3) CC1(C(=O)N2CCN(C(=O)c3ccco3)CC2)CCN1Cc1ccccc1OC(F)F (stereo not drawn)
4) COc1ccc(NC(=O)NNC(=O)COc2ccc3ccccc3c2)cc1OC
5) COc1ccc(-n2c(SCC(=O)NCc3ccco3)nc3sc4c(c3c2=O)CCN(C)C4)cc1
6) O=C(CSc1nccn1Cc1ccco1)Nc1cccc(F)c1
7) CCN(CC)C1CCN(c2nc3nonc3nc2NCCOC)C1 (stereo not drawn)
8) O=C(CCCN1C(=O)/C(=C/c2ccc(F)cc2)SC1=S)NC1CCS(=O)(=O)C1 (stereo not drawn)

compound no.,1,2,3,4,5,6,7,8
LMPTP inh,2.4,3.2,-2.9,1.9,39.3,-1.9,0.0,0.8
Rpn11 block,i,·,i,i,i,i,i,i
CSN inh,1.0,-0.2,0.0,3.7,2.1,-5.6,-3.8,5.8
Scp-1 inhibitor,-5.8,·,·,4.6,3.4,34.0,-6.5,-5.7
MLLE-PAM2 inh,-6.9,·,7.9,5.9,-9.2,-8.7,3.5,4.1
NadD inh,-6.7,-3.1,-5.7,-0.7,21.6,0.2,-2.6,8.3
TbMetRS inhib,-1.7,-0.7,-0.3,-0.8,-0.4,-0.2,-0.7,0.0
STEP block,-2.0,·,-0.6,0.0,2.6,-1.8,0.9,5.2
DNMT1 inh,1.6,·,1.3,-1.9,18.7,0.2,-0.3,-3.3
SUMO1 PPI mod,3.1,2.4,3.4,0.9,25.0,-0.9,-2.5,-33.1

In the list so far, these have an aryl methoxy group:
2) COc1ccc(SCC(O)Cn2c3ccccc3c3ccccc32)c(OC)c1 (stereo not drawn)
4) COc1ccc(NC(=O)NNC(=O)COc2ccc3ccccc3c2)cc1OC
5) COc1ccc(-n2c(SCC(=O)NCc3ccco3)nc3sc4c(c3c2=O)CCN(C)C4)cc1

compound no.,2,4,5
LMPTP inh,3.2,1.9,39.3
Rpn11 block,·,i,i
CSN inh,-0.2,3.7,2.1
Scp-1 inhibitor,·,4.6,3.4
MLLE-PAM2 inh,·,5.9,-9.2
NadD inh,-3.1,-0.7,21.6
TbMetRS inhib,-0.7,-0.8,-0.4
STEP block,·,0.0,2.6
DNMT1 inh,·,-1.9,18.7
SUMO1 PPI mod,2.4,0.9,25.0

Continuation:
9) CCCNC(=O)CNC(=S)N(Cc1ccccc1F)C1CCCCC1
10) O=[N+]([O-])c1cc2ccccc2c(O)c1O
11) CC(C)CCN(N=O)[C@@H](Cc1ccccc1)CN(N=O)[C@@H](Cc1ccccc1)CN(C)N=O
12) C[C@H](CO)N1C[C@H](C)[C@H](CN(C)C(=O)Nc2ccc(C(F)(F)F)cc2)Oc2ncc(Br)cc2C1=O
13) C[C@H](CO)N1C[C@H](C)[C@@H](CN(C)CC2CCCCC2)Oc2ccc(NC(=O)Cn3cnnn3)cc2C1=O
14) CCCN1C(=O)/C(=C\c2ccncc2)SC1=Nc1ccccc1
15) COCCCNc1nc2c([nH]1)c(=O)[nH]c(=O)n2C
16) CCc1sc(C(=O)N(CCCOC)c2c(N)n(CC(C)C)c(=O)[nH]c2=O)cc1C

compound no.,9,10,11,12,13,14,15,16
LMPTP inh,0.2,0.3,1.9,0.1,0.5,1.2,0.0,-1.2
Rpn11 block,i,i,i,i,i,i,i,i
CSN inh,2.4,-2.9,2.1,-1.0,-6.2,8.7,1.5,4.1
Scp-1 inhibitor,-4.2,·,-3.0,·,-2.7,2.4,-7.6,-7.6
MLLE-PAM2 inh,-159.5,40.9*,0.6,-2.6,6.5,-12.7,-4.8,-16.6
NadD inh,0.0,4.6,-6.5,2.1,3.7,3.8,3.7,-0.7
TbMetRS inhib,-0.6,0.2,-0.3,-1.3,-0.5,-1.2,-0.1,-0.4
STEP block,2.5,7.8,0.4,0.6,-0.2,0.4,-1.7,-3.4
DNMT1 inh,-0.7,48.2,2.2,3.9,-0.2,0.0,-2.7,0.5
SUMO1 PPI mod,-5.0,-23.4,4.4,-1.3,-7.0,-18.2,0.9,3.6

17) O=C(Nc1cc(Cl)cc(Cl)c1)N1CCCN(Cc2ccccc2)CC1
18) C[C@H](CO)N1C[C@H](C)[C@@H](CN(C)S(=O)(=O)c2ccccc2)Oc2c(NS(=O)(=O)c3ccc(F)cc3)cccc2C1=O
19) Cn1nc(C(C)(C)C)cc1C(=O)N1CCCCC1c1cc(C(=O)NCc2ccc(F)cc2)no1 (stereo not drawn)
20) Cn1c(=O)c2c(ncn2CC(=O)N2CCN(C(=O)c3ccco3)CC2)n(C)c1=O
21) COc1ccccc1N1CCN(C(=O)COc2cccc3ccccc23)CC1
22) O=C(NC(=S)N1CCN(C/C=C/c2ccccc2)CC1)c1c(F)cccc1F
23) CCOCCc1nn2c(=O)cc(CSCC(=O)Nc3ccccc3)nc2s1
24) CC1(C)NC(=O)N(CC(O)CN(c2ccccc2)S(=O)(=O)c2ccccc2)C1=O (stereo not drawn)

compound no.,17,18,19,20,21,22,23,24
LMPTP inh,-1.3,-1.1,0.2,-0.3,0.9,-1.4,-0.2,0.1
Rpn11 block,i,i,i,i,i,i,i,i
CSN inh,2.7,-3.5,-3.0,2.1,0.1,-2.9,1.8,-1.1
Scp-1 inhibitor,-10.8,-5.2,·,-3.6,-2.4,-3.7,-8.8,-7.4
MLLE-PAM2 inh,-12.2,-8.1,7.5,-2.8,6.3,-37.9,11.2,-4.5
NadD inh,-9.1,-3.0,1.6,-4.4,3.1,-3.8,-0.7,-5.4
TbMetRS inhib,0.2,-0.1,-0.2,-0.4,-0.3,-1.2,0.5,-0.1
STEP block,-2.8,-2.8,-0.3,2.3,1.9,-0.1,-0.2,-2.2
DNMT1 inh,2.5,4.9,1.3,5.4,-4.2,6.7,4.8,-0.6
SUMO1 PPI mod,-2.5,0.6,-0.6,2.6,-0.4,1.8,4.4,-6.8

25) CC1CCCCC12NC(=O)N(CC(=O)OCC(=O)NC(=O)c1ccccc1)C2=O (stereo not drawn)
26) COc1ccc(CCNC(=O)COC(=O)c2ccc(Br)o2)cc1
27) O=C1OC(Nc2ccc(Br)cn2)c2ccccc21 (stereo not drawn)
28) COc1ccc(OCCC(=O)OCC(=O)NCCC2=CCCCC2)cc1
29) Cc1ccc(CS(=O)(=O)CCC(=O)NCc2ccc(F)cc2)cc1
30) CCC(/C=C1\Sc2ccc(OC)cc2N1CC)=C\c1sc2ccc(OC)cc2[n+]1CCCS(=O)(=O)[O-]
31) CCOC(=O)C(NCc1ccccc1OC)(NC(=O)CC)C(F)(F)F (stereo not drawn)
32) O=C(O)c1oc2ccccc2c1CSc1ccc(Cl)cc1
33) CCOC(=O)c1cccc2c(=O)c(C(=O)c3ccc(Cl)cc3)c(C(=O)OC)[nH]c12
34) COc1ccc(CCNc2ncnc3c2nnn3Cc2ccccc2)cc1
35) CCn1c(/N=C/c2ccc(OC)cc2O)nc2ccccc21

compound no.,25,26,27,28,29,30,31,32,33,34,35
LMPTP inh,-2.0,0.6,-0.7,-1.5,-0.4,1.9,-1.6,0.6,0.5,1.9,1.2
Rpn11 block,i,i,i,i,i,i,i,i,i,i,i
CSN inh,-7.0,3.7,4.1,7.6,0.0,0.4,2.7,-2.0,-0.6,1.2,-2.8
Scp-1 inhibitor,-9.7,-7.4,-7.6,-10.6,-10.3,6.4,-8.7,-3.6,-3.7,-3.0,-2.2
MLLE-PAM2 inh,-14.7,-5.3,-4.7,0.6,-9.0,10.4,-3.3,-11.9,-5.0,2.1,-26.8
NadD inh,3.7,-1.6,-2.4,-9.3,-7.1,5.1,0.3,-7.3,-2.2,-3.5,-12.1
TbMetRS inhib,-0.3,0.1,-0.5,-0.6,0.1,-0.3,0.1,-0.7,-0.2,-2.7,2.5
STEP block,-2.4,0.6,-4.9,1.6,-1.2,4.4,0.0,2.2,1.2,-0.1,-1.4
DNMT1 inh,5.3,-2.5,4.0,-0.6,0.6,-3.4,5.9,1.1,0.8,-5.1,-1.2
SUMO1 PPI mod,-0.1,1.4,0.5,1.0,-0.1,2.0,-1.3,11.4,0.0,-7.6,-0.8
